Assay outcomes from PubChem BioAssay.
influenza NS1A: H1N1 influenza NS1A inhibitors, functional cell based assay (AID 504329); 340,000 compounds, 0.3% hits; NS1A functional cell-based assay, percent inhibition; higher % means a stronger effect; inhibition, % at 12.5 µM, or IC50 in µM where a hit was titrated; in the data active = a potency from the dose series; inconclusive = inhibition above about 27% without an active follow-up result; note: strong numbers were not always called active
inhibitors of VEEV: inhibitors of VEEV TC-83 cytopathic effect, confirmation, Vero cells (AID 588727) | inhibition, % at 20 µM, or IC50 in µM where a hit was titrated | Vero cells, VEEV TC-83 cytopathic effect inhibition; higher % means a stronger effect | 350,000 compounds, 0.13% hits; in the data active = a potency from the dose series; inconclusive = inhibition mostly from about 14% at the one dose, without a potency; inactive = the rest, 99 in 100 with inhibition below about 12%; note: strong numbers were not always called active
PhoP GFP inhibition: PhoP regulon inhibitors, Salmonella typhi PhoP promoter GFP reporter, confirmatory (AID 1850); Salmonella Typhi PhoP-promoter GFP reporter, fluorescence, 4 h; higher % means a stronger effect; 310,000 compounds, 0.33% hits; one-dose inhibition, % at 50 µM; IC50 in µM for titrated hits; in the data active = a potency from the dose series; inconclusive = inhibition mostly from about 25% at the one dose, without a potency; inactive = the rest, 99 in 100 with inhibition below about 19%;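 note: 0% = induced wells with vehicle and 100% = uninduced wells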
tuberculosis growth: growth inhibition of non-replicating M. tuberculosis (AID 488890); Mycobacterium tuberculosis non-replicating, growth inhibition; higher % means a stronger effect; inhibition, % at 25 µM; hits with a dose series show IC50 in µM; 320,000 compounds, 0.39% hits; in the data active = a potency from the dose series; inconclusive = inhibition mostly from about 82% at the one dose, without a potency; inactive = the rest, 99 in 100 with inhibition below about 76%;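 note: plate controls were DMSO cells for no effect and high antibiotic wells for full effect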
H37Rv inhibition: M. tuberculosis growth inhibition, HTS (AID 449762). M. tuberculosis H37Rv growth inhibition, 7H9 media; higher % means a stronger effect. inhibition, % at 25 µM, or IC50 in µM where a hit was titrated. 330,000 compounds, 0.59% hits; in the data active = a potency from the dose series; inconclusive = inhibition above about 70% without an active follow-up result;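 note: bacterial growth assessed after seven days of incubation; strong numbers were not always called active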
inhibitors of VEEV 10K pilot screen: recorded beside inhibitors of VEEV, whose call it bears; inhibition, %; measured here: 10K pilot screen inhibition
Numbers without * were called inactive; i = inactive; ? = inconclusive; / = no result given.

SMILES | influenza NS1A | inhibitors of VEEV | PhoP GFP inhibition | tuberculosis growth | H37Rv inhibition | others
CC(C)N=c1cc2n(-c3ccc(Cl)cc3)c3ccccc3nc-2cc1Nc1ccc(Cl)cc1 | 19% | ? | -2% | ? | ?
Cc1cc(C)n(CC(=O)N/N=C/c2ccc([N+](=O)[O-])s2)n1 | / | i | -8% | i | ?
CCCCOc1ccccc1C1NC(=O)CCC1[N+](=O)[O-] (stereo not drawn) | 3% | i | 7% | -12% | -6%
CCOC(=O)Cn1c(=O)n(Cc2ccc(OC)cc2)c(=O)c2cccnc21 | -7% | i | 3% | 1% | 5%
CC1(C)NC(=O)N(CCCOc2ccccc2Br)C1=O | 4% | 1.9% | 3% | 1% | 3%
CC(=O)Nc1ccc(N2C(C(C)=O)=NN(c3ccccc3)C2c2cccs2)cc1 (stereo not drawn) | 9% | 1.2% | -4% | 26% | 1%
O=c1c2c(nc3c(-c4cccc5ccccc45)c[nH]n13)CCC2 | -7% | 7.1% | -2% | ? | 37%
CCCn1c(=O)[nH]c(=O)c2c(C(F)(F)F)cc(-c3ccc(C)cc3)nc21 | -5% | 1.6% | -1% | -24% | -1%
O=C(CN1CCC(O)CC1)N1c2ccccc2C=Cc2ccccc21 | -5% | 0.6% | -2% | -5% | -8%
CCOC(=O)C(C)Sc1nnc(-c2c[nH]c3ccccc23)n1C (stereo not drawn) | -4% | 0.3% | -8% | -10% | -3%
Cn1c(=O)cc(SCC(=O)N2CCC3(CC2)OCCO3)c2ccccc21 | -4% | 8.5% | 0% | 6% | -4%
O=c1c2ccccc2oc2ccc(C#CC3(O)CCCCC3)cc12 | 12% | 4.9% | 11% | ? | ?
O=C(c1cc(-c2ccccn2)nc2ccc(Cl)cc12)N1CCN(CCc2ccccc2)CC1 | -4% | 7.5% | 9% | -4% | 5%
COc1cc(/C=C2\SC(=O)N(CCN)C2=O)ccc1OS(=O)(=O)c1cc(C)ccc1C | 23% | ? | / | / | /
CCOc1ccc(NC(=O)CSc2nnc(C)n2Cc2ccccc2)cc1 | 0% | i | -9% | 25% | 27%
COc1ccc(NS(=O)(=O)c2cccc(C(=O)N(C)CC(=O)Nc3ccc(C)cc3)c2)cc1 | -7% | 3.7% | 7% | 19% | 0%
C=CCNC(=O)/C(C#N)=C/c1ccccc1OCc1ccc(C(=O)OC)cc1 | -14% | 7.1% | -7% | 13% | 4%
COc1cc2nc(CN(C)Cc3ccc(SC)cc3)[nH]c(=O)c2cc1OC | -7% | 0.7% | -1% | 1% | 2%
COc1cc(S(=O)(=O)N2CCC(c3nc4ccccc4s3)CC2)ccc1S(=O)(=O)NC1CCCC1 | -1% | i | 1% | -2% | 2%
CC(=O)Nc1ccc(NC(=O)[C@@H](NC(=O)c2cccc(C)c2)C(C)C)cc1 | 6% | i | 4% | -10% | -6%
CCOC(=O)C(NC(=O)c1ccccc1)=C1C=C(C)OC(C)=C1 | 1% | 0.2% | 5% | -8% | 2%
COc1cccc(NC(=O)Cn2c(SCC(=O)N3CCOCC3)nc3ccccc32)c1 | 3% | 0.9% | 2% | -3% | -12%
COc1cc2c(cc1OC)-c1nnc(-c3cccs3)n1C(C)(C)C2 | -6% | 10% | -10% | / | 3%
Cc1ccc(-c2csc(N3CCN(c4ccc5nc(-c6ccncc6)n(CCN6CCCCC6)c5c4)CC3)n2)cc1 | 18% | 0.7% | 1% | 49% | ?
N#CCc1ccc(Oc2ncccn2)cc1 | -6% | 1.9% | 5% | 1% | -1%

Overlap with the part before: 3 entries; new compounds follow.
SMILES | influenza NS1A | inhibitors of VEEV | PhoP GFP inhibition | tuberculosis growth | H37Rv inhibition | others
COc1cc2c(cc1OC)-c1nnc(-c3cccs3)n1C(C)(C)C2 | -6% | 10% | -10% | / | 3%
Cc1ccc(-c2csc(N3CCN(c4ccc5nc(-c6ccncc6)n(CCN6CCCCC6)c5c4)CC3)n2)cc1 | 18% | 0.7% | 1% | 49% | ?
N#CCc1ccc(Oc2ncccn2)cc1 | -6% | 1.9% | 5% | 1% | -1%
O=S(=O)(NC1CCCCC1NCc1ccco1)c1ccc(Cl)cc1 (stereo not drawn) | 1% | i | -3% | 7% | -1%
CC(C)(C)OC(=O)NCCC(=O)N/N=C/c1ccc2nccnc2c1 | -12% | 1.1% | -9% | -15% | -2%
COc1ccc(C(NC(=O)c2ccccc2F)NC(=O)c2ccccc2F)cc1 | 3% | 0.6% | -11% | -21% | -9%
COc1ccc2c(c1)-c1c(sn(-c3ccc(OC)c(OC)c3)c1=S)C(C)(C)N2 | 28% | i | -1% | 15% | 22%
Cn1c(=O)[nH]c(=O)c2c1nc(N1CCOCC1)n2CCc1ccccc1 | 5% | 1.6% | 5% | -11% | 0% | inhibitors of VEEV 10K pilot screen=0.8
N#Cc1ccc(OCC(O)CN2CCN(c3ncc(C(F)(F)F)cc3Cl)CC2)cc1 (stereo not drawn) | 7% | i | -14% | 79% | 15µM*
COc1ccc(NC(=O)CSc2nnc(Cn3c(=O)sc4ccccc43)n2C)cc1 | -2% | 0.2% | 0% | -2% | -3%
Cc1cc(Cl)ccc1OCC(=O)NC(=S)Nc1ccccc1N1CCOCC1 | -1% | i | -1% | -7% | 0%
COc1ccccc1-n1c(=S)[nH]c2c(sc(=S)n2-c2ccccc2)c1=O | -1% | 4.6% | 12% | 6% | 4%
CC[N+](CC)(CCCCS(=O)(=O)[O-])CCNP1(=O)C=C(c2ccccc2)OC(c2ccccc2)=C1 | -7% | 0.4% | -3% | -3% | -1%
CCN(C(=O)COC(=O)c1ccccc1NCc1ccco1)c1c(N)n(Cc2ccccc2)c(=O)[nH]c1=O | -7% | 11% | / | / | /
CCc1ccc(NC(=O)C2CCN(S(=O)(=O)c3cccs3)CC2)cc1 | 4% | 2.8% | 4% | 14% | -15%
CCOc1ccc(NC(=O)CSC2=NN3CCCC(=O)N=C3S2)cc1 | 3% | 0.8% | -21% | 51% | ?
Cc1nn(-c2ccccc2)c2c1C(c1cccc([N+](=O)[O-])c1)N(c1ccccc1)C(=O)N2 (stereo not drawn) | -5% | i | 5% | -19% | -4%
Cc1ccc(-n2c(O)c(C=NCc3cccnc3)c(=O)[nH]c2=O)cc1C | -16% | 2.0% | -4% | 0% | -3%
CC(C)C(=O)NCCc1nc(-c2ccc(Cl)cc2)no1 | -6% | 1.2% | -2% | -13% | -2% | inhibitors of VEEV 10K pilot screen=0.8
CS(=O)(=O)N1CCc2cc(NC(=O)c3ccc(Cl)cc3Cl)ccc21 | -4% | 5.4% | 4% | -2% | 6%
O=C(CCl)NCCN1C(=O)S/C(=C\c2cccnc2)C1=O | 3% | ? | 5% | 64% | ?
COc1ccc(C2C(C(=O)c3ccc(C)o3)=C(O)C(=O)N2CC2CCCO2)cc1OC (stereo not drawn) | -6% | 1.2% | -6% | 6% | -9%
Cc1ccc(NC(=O)CSCC(=O)OC(C)C(=O)Nc2ccccc2C)cc1 (stereo not drawn) | -8% | 1.1% | / | / | /
CC(NS(=O)(=O)c1ccc([N+](=O)[O-])cc1)C(=O)NN (stereo not drawn) | -5% | 0.1% | -6% | 5% | 1%
COc1ccc(Nc2cc(C)nc3ncnn23)cc1Cl | -20% | i | -6% | 2% | 3%
COc1ccc(C(=O)C2CCCN(C(=O)c3cccnc3OC)C2)cc1F (stereo not drawn) | -5% | i | 7% | -9% | -2%
Cc1cc(NS(=O)(=O)c2ccc(NC(=O)Cc3cccs3)cc2)no1 | 1% | 2.3% | 4% | 6% | -7%
CCOc1cc(/C=N/NC(=O)CN2CCCCC2)ccc1O | -2% | 0.3% | -2% | 0% | 4%

Some of these compounds in order of molecular weight, high to low.
SMILES | influenza NS1A | inhibitors of VEEV | PhoP GFP inhibition | tuberculosis growth | H37Rv inhibition | others
COc1ccc2c(c1)-c1c(sn(-c3ccc(OC)c(OC)c3)c1=S)C(C)(C)N2 | 28% | i | -1% | 15% | 22%
Cc1ccc(NC(=O)CSCC(=O)OC(C)C(=O)Nc2ccccc2C)cc1 (stereo not drawn) | -8% | 1.1% | / | / | /
CS(=O)(=O)N1CCc2cc(NC(=O)c3ccc(Cl)cc3Cl)ccc21 | -4% | 5.4% | 4% | -2% | 6%
Cc1cc(NS(=O)(=O)c2ccc(NC(=O)Cc3cccs3)cc2)no1 | 1% | 2.3% | 4% | 6% | -7%
CC(NS(=O)(=O)c1ccc([N+](=O)[O-])cc1)C(=O)NN (stereo not drawn) | -5% | 0.1% | -6% | 5% | 1%

Carrying on:
SMILES | influenza NS1A | inhibitors of VEEV | PhoP GFP inhibition | tuberculosis growth | H37Rv inhibition | others
O=C(CN1C(=O)NC2(CCCC2)C1=O)OCc1ccc(Cl)cc1Cl | -8% | 4.0% | 6% | -2% | -1%
Cc1cccc(NC(=O)CCCNC(=O)c2ccc(Cl)cc2)n1 | -7% | 1.3% | -5% | -8% | -15%
O=C(Nc1ccc(OC(F)(F)F)cc1)c1cccc(-n2cnnn2)c1 | -4% | 2.0% | / | / | /
O=C(c1ccc(NS(=O)(=O)c2cccs2)cc1)N1CCN(c2ccccc2Cl)CC1 | -7% | 3.2% | -9% | 19% | 3%
Cc1cc(C(=O)N/N=C2/CC(C)CC(C)(C)C2)c(C)o1 (stereo not drawn) | 1% | 1.4% | -4% | -4% | 9%
Cc1ccc(S(=O)(=O)NCCC(=O)Nc2ncccc2O)cc1C | -8% | 2.2% | -1% | 39% | -3%
COc1cc(OC)cc(C(=O)N2CCN(C3CCCCC3)CC2)c1 | -4% | 1.2% | 4% | -15% | -9%
CCOc1ccc(NC(=S)Nc2cccc3cnccc23)cc1 | -2% | 2.0% | -5% | ? | ?
Cc1nn(-c2ccccc2Cl)c(Cl)c1/C=C(\C#N)C(N)=O | -3% | 5.4% | 7% | 19% | -2%
COc1ccc(CCNC(=O)c2cccnc2)cc1OC | -7% | 2.2% | 3% | -5% | -5%
CC(C)(C)C(=O)Nc1ccc(/C=C/C(=O)c2ccco2)cc1 | 4% | 8.5% | 1% | 25% | 7%
CC(=O)n1cc(/C=N/NC(=O)c2ccccc2Cl)c2ccccc21 | -3% | 0.4% | -13% | 16% | 3%
CCc1[nH]nc(C(=O)N2CCCC(C(=O)c3cccc(OC(C)C)c3)C2)c1C (stereo not drawn) | 6% | 2.9% | 1% | 23% | 8%
COc1ccc(NC(=O)CS(=O)CC(=O)Nc2ccc(OC)c(OC)c2)cc1 (stereo not drawn) | 17% | 2.3% | 10% | 5% | 1%
CCC(C)(C)NC(=O)C(c1ccncc1)N(C(=O)Cn1nnc2ccccc21)c1cc2c(cc1C(C)=O)OCO2 (stereo not drawn) | 0% | 1.8% | 6% | 0% | -7%
Cc1ccc(C(=O)N2CCN(S(=O)(=O)c3ccc(C)cc3)CC2)cc1 | 5% | 1.2% | 9% | 0% | 0%
O=C(NCc1cccs1)c1cc(-c2cccc(Cl)c2)on1 | -7% | 3.4% | 1% | 12% | 8%
O=C(COC(=O)c1ccc(S(=O)(=O)C(F)F)cc1)NC(=O)NC1CCCCC1 | 4% | 0.8% | 7% | -15% | -5%
CCOC(=O)C1=C(C)Nc2ncnn2C1c1cc(OC)ccc1OC (stereo not drawn) | -13% | 0.3% | -5% | 2% | -1%
C=CCn1c(O)c(N=Nc2ccccc2)c2ccccc21 | -3% | 0.9% | -3% | 15% | 19%
COc1cc2sc(-c3ccc(S(C)(=O)=O)cc3)c(C(=O)NCc3ccc(C)o3)c2cc1OC | -6% | 9.9% | / | 11% | 3%
O=C(CNC(=O)c1ccccc1F)N/N=C/c1ccc2c(c1)OCO2 | 6% | i | 8% | -10% | -1%
CCCc1ccc(C2=Nn3c(nnc3C(C)C)SC2)cc1 | 4% | i | 9% | 72% | 19µM*
COc1ccc(/C=C2/C(=O)N(c3ccccc3)N=C2C)cc1OC | 1% | i | 4% | 1% | 8%
Cc1occc1-c1nnc(SCC(=O)Nc2c(F)cccc2F)n1C | -1% | 0.7% | 3% | -5% | 1%
COCCNC(=O)CSc1nc2cc3c(cc2c(=O)n1CCCC(=O)NCc1ccc(OC)cc1)OCO3 | -1% | 6.3% | -14% | 0% | 3%
CN(C(=O)c1ccccc1C(=O)OCC(=O)Nc1ccccc1)c1ccccc1 | -3% | 1.4% | / | 22% | 1%
CCN(CC(=O)Nc1c(F)cccc1F)C(=O)c1ccc(COc2ccccc2)o1 | -1% | 3.1% | 0% | -3% | -3%
CC(=O)NN1C(=O)c2ccccc2NC1c1cccc([N+](=O)[O-])c1 (stereo not drawn) | 18% | 0.7% | 4% | -5% | -7%
Cc1nc2scc(-c3ccc(Cl)cc3)c2c(=O)n1N | 6% | i | -10% | 45% | -5%
